Ba/F3 V617F tox: lowers viability of Ba/F3 cells expressing EpoR and JAK2V617F | ATP luminescence | inhibition, % at 5.6 µM | 220,000 compounds, 1.1% hits;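 active = inhibition above the campaign mean plus 3 SD over all tested compounds, cut at about 24% in these data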;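 also: cytokine-independent growth of Ba/F3 cells driven by EpoR plus mutant JAK2; 0% = DMSO-treated cells and 100% = JAK inhibitor I control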
TRPML3 ag: agonists of human TRPML3 channel; Q8TDD5; 220,000 compounds, 0.29% hits; activation, % at 3 µM; HEK293 TRPML3-YFP, Fluo-8 calcium fluorescence; 100% = the carbachol control signal;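 active = activation above its plate's cutoff, the mean activation of the plate's test wells plus 3 SD, cut at about 12% in these data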;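 also: 0% = DMSO only wells and 100% = carbachol wells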
Target sequence (Q8TDD5 whole entry, looked up): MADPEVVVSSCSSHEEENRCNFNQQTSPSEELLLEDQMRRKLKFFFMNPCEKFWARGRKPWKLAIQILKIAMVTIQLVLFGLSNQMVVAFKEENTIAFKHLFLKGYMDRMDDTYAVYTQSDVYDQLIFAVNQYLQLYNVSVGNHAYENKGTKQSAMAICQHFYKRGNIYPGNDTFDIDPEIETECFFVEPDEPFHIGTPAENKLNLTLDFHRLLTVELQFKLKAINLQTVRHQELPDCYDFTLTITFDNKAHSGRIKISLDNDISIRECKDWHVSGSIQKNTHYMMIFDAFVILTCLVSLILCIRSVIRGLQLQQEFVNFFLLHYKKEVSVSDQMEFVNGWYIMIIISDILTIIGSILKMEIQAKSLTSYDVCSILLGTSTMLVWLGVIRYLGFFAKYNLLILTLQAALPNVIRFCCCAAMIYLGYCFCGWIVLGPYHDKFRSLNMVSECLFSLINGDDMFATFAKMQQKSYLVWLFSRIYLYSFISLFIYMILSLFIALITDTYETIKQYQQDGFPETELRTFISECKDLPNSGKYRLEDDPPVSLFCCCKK
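Material: TRPML3-YFP stable HEK293 cells | Dosing: One concentration, 3 µM nominal, 0.3% DMSO | Timing: 125 s total fluorescence read per well | Technique: Fluo-8 calcium dye fluorescence, ex 470-495, em 515-575 nm | Measure: Percent activation from peak-to-basal fluorescence ratio, scaled between DMSO and carbachol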
PPC-1+TRAIL kill: PPC-1 cancer cell killing with TRAIL present | 220,000 compounds, 0.41% hits | PPC-1 cells + TRAIL, ATPLite viability luminescence | cell killing (% activity), % at 4 µM;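 active = cell killing above 50% in the first pass at 4 µM, then a duplicate retest at 5 µM averaging 50% or more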;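 also: plate controls were cells with TRAIL plus DMSO for no effect and medium-only wells lacking cells for full effect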
Wee1 stabilizer: blocks degradation of human Wee1 kinase | P30291 | HeLa Luc-Wee1K328M stability, luciferase luminescence; 100% = proteasome inhibitor MG132 effect | reporter increase, % at 5 µM | 220,000 compounds, 1.2% hits;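 active = activation above the mean of all tested compounds plus 3 SD, set per screening run, cut at about 8.8% in these data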;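 also: cells exposed to compound for 20 h before luminescence read; 0% = DMSO alone and 100% = MG132 at 30 µM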
RBBP9 inhibitor: inhibitors of human serine hydrolase RBBP9. O75884. recombinant RBBP9, FP-Rh probe fluorescence polarization. inhibition, % at 7.94 µM. 220,000 compounds, 0.2% hits. AID 1515;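 active = inhibition above the campaign mean of all tested compounds plus 3 SD, cut at about 14% in these data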;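 also: plate controls were DMSO wells with RBBP9 for no effect and wells lacking RBBP9 protein for full effect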
Target sequence (O75884 whole entry, looked up): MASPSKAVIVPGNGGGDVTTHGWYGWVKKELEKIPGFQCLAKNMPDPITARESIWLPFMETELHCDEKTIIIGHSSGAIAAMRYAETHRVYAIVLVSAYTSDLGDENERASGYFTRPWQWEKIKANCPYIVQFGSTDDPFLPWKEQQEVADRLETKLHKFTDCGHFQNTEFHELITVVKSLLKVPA
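Test system – recombinant human RBBP9 · Input – RBBP9 2.5 µM in dispensing solution, pre-mixing · Medium – Tris buffer pH 8.0, NaCl, Pluronic · Schedule – preincubation 30 min plus labeling 45 min at 25 °C · Measured by – fluorescence polarization · Measure – % inhibition · Controls – DMSO and no-protein wells · Replicates – one well per compound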
zfTRPN1 agonist: activates the zebrafish TRPN1 channel; 220,000 compounds, 0.18% hits; HEK293 zebrafish TRPN1-YFP, Fluo-8 calcium fluorescence; 100% = response to 87 µM carbachol; AID 1424; activation, % at 3 µM;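 active = activation above its plate's cutoff, the mean activation of test wells on that plate plus 3 SD, cut at about 19% in these data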;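 also: 0% = DMSO alone and 100% = 87 µM carbachol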
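Control set: carbachol 87 µM as high control, DMSO as low control; system: HEK293 stable line with zebrafish TRPN1-YFP; read-out: % activation versus carbachol response; detection: intracellular calcium fluorescence with Fluo-8; doses: single test compound dose, 3 µM nominal, 0.3% DMSO; schedule: dye 1 h 37 °C plus 30 min RT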
BaF3 parental: reduces parental Ba/F3 cell viability, JAK2V617F counter-screen; CellTiter-Glo ATP luminescence; inhibition, % at 5.6 µM; 220,000 compounds, 1.1% hits; AID 1486;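 active = inhibition above a per-campaign cutoff, the mean inhibition of all tested compounds plus 3 SD, cut at about 27% in these data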;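 also: 0% = DMSO wells and 100% = JAK Inhibitor I control wells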
TNF death inh: TNF-alpha cell death inhibition in Jurkat FADD-/- cells; Jurkat FADD-/- TNF necroptosis rescue, ATP luminescence, 24 h; 0 = TNF only, 100 = no-TNF cells; AID 463075; 220,000 compounds, 0.068% hits; activation (protection from cell death), % at 10 µM;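 active = activation, meaning protection from cell death, of at least 50% relative to plate controls; inactive = activation below 50%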;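 also: necroptosis triggered by 40 ng/mL TNF-alpha added together with compound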
CHOP inh: inhibitors of CHOP induction in ER stress response; CHO-K1 CHOP-promoter luciferase, tunicamycin-induced, 15-18 h; inhibition, % at 10 µM; 220,000 compounds, 3.8% hits; AID 2732;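 active = compounds that reduced the stress-induced luciferase reporter signal by more than about 70% of percent inhibition, limit read from the data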;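 also: 0% = tunicamycin plus vehicle and 100% = wells without tunicamycin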
An asterisk follows results filed as active; x = no result given; & = joins results of further samples; [ ] = another dose, or the depositor's remark.

SMILES	Ba/F3 V617F tox	TRPML3 ag	PPC-1+TRAIL kill	Wee1 stabilizer	RBBP9 inhibitor	zfTRPN1 agonist	BaF3 parental	TNF death inh	CHOP inh
Cc1ccc(S(=O)(=O)NCC(=O)N2CCN(c3ccccn3)CC2)cc1	-1	0.3	-2	-1	-12	-0.6	2	-1.5	53
Cc1ccccc1CSc1nc2c(c(=O)[nH]1)CCC2	1	-0.2	7	0	-13	-1.0	3	0.3	20
Cc1ccc2c(C)nc(SC(C(=O)c3ccccc3)c3ccccc3)nc2c1 (centres undefined)	3	-0.5	4	-2	-9	0.5	6	0.3	3
CCN(CC)c1ccc(C(=O)Nc2cccc(F)c2)cc1	2	-1.0	16[5 µM]	14*	-1	-1.6	7	-7.2	-11
O=C(N/N=C1\CCCc2ccccc21)c1ccc([N+](=O)[O-])cc1	-1	0.4	29	5	-1	0.0	4	-2.2	-7
OC(Cn1cncn1)c1ccc(Cl)cc1 (centres undefined)	1	1.0	11	-1	-8	1.2	3	1.7	-25
CCC(CC)C(=O)Nc1ccccc1NC(C)=O	-3	0.2	-3	-3	-8	-0.2	1	-2.9	35
CSc1nc2c(c(=O)n1-c1ccc(F)cc1)SCC2	-4	0.1	12	-1	1	-1.4	-1	-0.9	52
Cc1ccc(-c2csc(NC(=O)c3ccc(C)o3)n2)cc1	2	-0.1	11	1	-12	-0.8	5	0.5	21
Cc1cc(/C=C(/C#N)c2nc3ccccc3[nH]2)c(C)n1-c1ccccc1C(=O)O	0	1.3	21	0	2	0.9	6	1.4	-1
CCN(Cc1cc2ccc(C)cc2[nH]c1=O)C(=O)c1ccncc1	-1	0.8	25	2	3	2.1	4	-0.3	22
COc1ccc(C(=O)Nc2ccc3c(c2)OCCO3)cc1	-1	1.1	75*[5 µM]	0	2	1.4	4	-3.7	-1
N#C/C(=N\Nc1cccc(C(F)(F)F)c1)C(=O)c1csc(-c2cccnc2)n1	-2	4.7	2	-1	-8	3.7	6	-0.3	7
Cc1nn(Cc2ccccc2)c(C)c1C(=O)OCC(=O)c1cc(C)n(CC(F)(F)F)c1C	-5	0.6	18	-4	-4	-0.5	2	-0.5	43
c1ccc(-n2cnnc2SCc2cn3ccsc3n2)cc1	-3	1.0	-6	13*	1	1.2	-1	-0.8	10

The list goes on; the last 2 above are carried over.
SMILES	Ba/F3 V617F tox	TRPML3 ag	PPC-1+TRAIL kill	Wee1 stabilizer	RBBP9 inhibitor	zfTRPN1 agonist	BaF3 parental	TNF death inh	CHOP inh
Cc1nn(Cc2ccccc2)c(C)c1C(=O)OCC(=O)c1cc(C)n(CC(F)(F)F)c1C	-5	0.6	18	-4	-4	-0.5	2	-0.5	43
c1ccc(-n2cnnc2SCc2cn3ccsc3n2)cc1	-3	1.0	-6	13*	1	1.2	-1	-0.8	10
COCCCn1cc(C(=O)c2cc(OC)ccc2OCC(=O)Nc2cc(C)on2)cc(C#N)c1=O	0	0.9	14	0	3	-0.3	1	2.1	35
O/N=C/c1ccccc1Oc1ccc(Cl)cc1	-5	0.0	7	3	-3	-0.3	-1	-3.4	27
COc1ccc(Nc2nc(-c3cccc([N+](=O)[O-])c3)nc3ccccc23)cc1	4	0.2	12	-1	-11	0.1	6	5.0	3
COCCNC(=O)Cn1c(=O)n(Cc2ccco2)c(=O)c2ccccc21	-3	0.5	27	0	-2	0.1	-1	0.5	21
COC(=O)CSc1nc2cc3c(cc2cc1C)OCCO3	1	-0.2	8	-2	-11	-2.2	4	0.0	25
O=C(NCc1nc2ccccc2[nH]1)c1ccc(S(=O)(=O)N2CCOCC2)cc1	0	1.0	-4	-1	-4	0.5	5	1.0	-4
O=C(ONC1=NCCCCC1)c1c(F)cccc1F	-5	0.7	17	1	-3	0.8	-1	0.1	21
CC1(C)CC(=O)C(C2=NC3(CCCCCC3)Cc3ccccc32)=C(O)C1	-3	0.3	-3	1	-9	-0.3	1	6.7	-8
O=C(Nc1cccc(-c2cn3c(n2)SCC3)c1)c1ccc(Br)o1	-3	0.1	14	1	-8	-0.5	1	0.9	-2
O=C(CC1(O)C(=O)N(Cc2ccccc2)c2ccccc21)c1ccc2c(c1)OCO2 (centres undefined)	-5	0.3	-32	-1	-7	0.3	3	-1.0	22
Fc1ccc(-n2c(CN3CCCCC3)n[nH]c2=S)cc1	1	0.6	12	-1	-4	1.3	9	-0.6	4
Cc1nc(N)c(Br)c(C)c1Br	2	0.0	5	1	-8	0.3	2	1.3	5
CCOc1ccccc1N(C(=O)CNC(=O)c1ccco1)C(C(=O)NC1CCCC1)c1cccnc1 (centres undefined)	-2	-0.7	0	-4	-3	-0.5	3	-0.3	-5
Cc1cc2ncn(C(=O)N3CCCCC3)c2cc1C	-3	-0.5	8	3	-6	-0.2	4	0.3	43
CCCCNC(=O)NNC(=O)COc1cc(C)cc(C)c1	-3	0.5	27	-1	-2	-1.0	-1	1.9	36

Entries shown so far containing two or more sulfur atoms (2):
SMILES	Ba/F3 V617F tox	TRPML3 ag	PPC-1+TRAIL kill	Wee1 stabilizer	RBBP9 inhibitor	zfTRPN1 agonist	BaF3 parental	TNF death inh	CHOP inh
CSc1nc2c(c(=O)n1-c1ccc(F)cc1)SCC2	-4	0.1	12	-1	1	-1.4	-1	-0.9	52
c1ccc(-n2cnnc2SCc2cn3ccsc3n2)cc1	-3	1.0	-6	13*	1	1.2	-1	-0.8	10

The list goes on:
SMILES	Ba/F3 V617F tox	TRPML3 ag	PPC-1+TRAIL kill	Wee1 stabilizer	RBBP9 inhibitor	zfTRPN1 agonist	BaF3 parental	TNF death inh	CHOP inh
CCN1C(=O)/C(=C2\SC(=S)N(CC3CCCO3)C2=O)c2ccccc21 (centres undefined)	-3	0.0	3	-2	-6	1.6	0	-9.0	18
O=C(Nc1ccc(S(=O)(=O)Nc2ccccc2)cc1)C1COc2ccccc2O1 (centres undefined)	0	0.4	26	3	-15	-0.4	2	-0.1	85*
c1ccc(-n2nnnc2NC2CCCCC2)cc1	-2	0.0	-4	-2	-5	0.7	0	-1.7	-11
CC(C)(CSc1ccccn1)NS(=O)(=O)c1ccc(Cl)cc1	0	-0.3	5	-3	-1	-1.7	7	0.0	24
CCc1cc2c(=O)[nH]cnc2s1	0	0.5	15	-4	-10	1.0	1	-2.7	-16
O=C(NCc1ccccc1)c1nc[nH]c1C(=O)NCc1ccccc1	-1	0.2	17	-1	-7	0.3	2	0.7	-1
COc1ccccc1NC(=O)Cn1nnc2sc3c(c2c1=O)CC(C)(C)OC3	-4	-0.7	-3	-3	-1	-0.3	-1	2.1	26
N#C/C(=C\c1ccc(-c2cccc([N+](=O)[O-])c2)o1)C(=O)NCCN1CCOCC1	1	-1.2	38	9.2*	4	0.0	6	-0.3	28
O=c1oc(-c2cccc(Cl)c2)nc2c1cnn2-c1ccccc1	-3	0.3	10	1	-2	0.4	3	-2.0	41
CCOC(=O)CN(C)Cc1c[nH]c2ccccc12	-2	0.1	9	-2	-3	0.5	7	-1.7	3
CCCc1nc(SCC(=O)N2CCc3ccccc32)c2c(C)c(C)sc2n1	-5	0.3	13	3	0	3.3	8	-2.1	3
CS(=O)(=O)N1CCC(C(=O)N2CCN(c3ccccc3)CC2)CC1	-3	1.0	x	11*	-7	0.9	-2	-0.8	-13
Cc1cc2cc(C#N)c(N3CCN(S(C)(=O)=O)CC3)nc2cc1C	5	-1.1	5	-1	5	-1.4	9	1.1	0
S=c1[nH]nc(-c2cccc(Cl)c2)n1CCN1CCCCC1	-2	1.0	14	-4	-9	-1.2	4	4.0	9
COc1ccccc1-c1cc(C(=O)N/N=C/c2sccc2C)c2ccccc2n1	0	0.0	6	-1	2	0.3	3	-12	9

Profiles, quoted from the list.
`O=C(Nc1ccc(S(=O)(=O)Nc2ccccc2)cc1)C1COc2ccccc2O1` (centres undefined) is listed with Ba/F3 V617F tox: 0; TRPML3 ag: 0.4; PPC-1+TRAIL kill: 26; Wee1 stabilizer: 3; RBBP9 inhibitor: -15; zfTRPN1 agonist: -0.4; BaF3 parental: 2; TNF death inh: -0.1; CHOP inh: 85*
`COc1ccccc1-c1cc(C(=O)N/N=C/c2sccc2C)c2ccccc2n1` is listed with Ba/F3 V617F tox: 0; TRPML3 ag: 0.0; PPC-1+TRAIL kill: 6; Wee1 stabilizer: -1; RBBP9 inhibitor: 2; zfTRPN1 agonist: 0.3; BaF3 parental: 3; TNF death inh: -12; CHOP inh: 9

More entries follow.
SMILES	Ba/F3 V617F tox	TRPML3 ag	PPC-1+TRAIL kill	Wee1 stabilizer	RBBP9 inhibitor	zfTRPN1 agonist	BaF3 parental	TNF death inh	CHOP inh
Cc1c(NC(=O)CSc2ccc(Cl)cc2)cccc1-c1nc2ncccc2o1	-4	1.6	-27	0	-1	4.4	-2	-6.5	12
CCCCC(=O)OCC(=O)c1[nH]c(C)c(C(=O)OCC)c1C	5	0.5	16	4	2	0.9	8	-1.4	4
Cc1nc2c(o1)CCc1ccccc1C2N1CCN(C)CC1 (centres undefined)	-3&1	0.7&0.9	6&11	0&-2	-8&-6	1.3&0.8	4&0	0.0&1.6	42&-9
COc1cccc(NC(=O)COC(=O)COc2ccccc2[N+](=O)[O-])c1	1	0.0	14	0	-8	3.5	4	0.0	28
Cc1c(Nc2nc(C(F)(F)F)nc3ccccc23)c(=O)n(-c2ccccc2)n1C	-5	0.6	17	-2	-2	1.1	1	0.4	-6
COc1ccc(C)cc1-n1c(-c2ccncc2)n[nH]c1=S	-1	0.3	14	-2	-7	0.2	3	0.0	7
CSc1nc(N(C)C)c2ccccc2n1	-1	0.0	31	6	-2	-1.1	3	-0.9	13
CCc1cc(/C(Cc2ccccn2)=N\Nc2ccccc2)c(O)cc1O	-2	0.3	1	-1	-1	0.2	4	-0.4	51
CCOC(=O)c1c(C)[nH]c(=S)c(C#N)c1-c1ccccc1	1	0.1	18	0	-6	0.3	6	1.4	-25
O=C(CCCn1c(=S)[nH]c2ccccc2c1=O)NC1CCCC1	1	0.2	12	0	2	0.5	8	1.0	-8
CC(C)(C)NC(=O)CSc1nnc(C2CC2)n1Cc1ccccc1	2	0.4	-10	-1	-2	-0.2	3	-0.4	14
COCC1CCCN(Cc2cn[nH]c2-c2cc3ccccc3o2)C1 (centres undefined)	0	0.7	2	-2	-12	0.7	2	2.0	5
CCN(C(=O)CSc1ncccc1C(=O)Oc1cccc([N+](=O)[O-])c1)c1cccc(C)c1	-2	-0.3	6	0	-5	-0.6	3	0.5	27
NC(=O)c1nc(C2CCCCC2)nc2c1[nH]c(=O)n2-c1ccc(F)cc1	3	0.4	10	2	-7	-0.6	9	-1.4	89*
S=C(Nc1ccccc1)N1CCn2c(nc3ccccc32)C1	2	1.1	34	2	-8	2.1	7	0.8	4
